JMJD2A Tudor: JMJD2A Tudor domain (human) inhibition; AID 504339; Potency, µM (doses to about 114 µM), for inactives: at the top dose activity change, negative = inhibition, actives largely listed as inhibitors; AlphaScreen JMJD2A-Tudor / H3K4me3 peptide binding; actives 4.4% (n = 390,000); O75164; note: % is set by controls: 0 for no effect and ±100 for the full control effect; nearly all actives have a fitted effect of over 50% in size
GLS inh: inhibitors of human glutaminase (GLS); O94925; GLS enzymatic activity, qHTS titration; Potency, µM (doses to about 45.5 µM), inactives show at the highest dose activity change, negative = inhibition, hits mostly inhibitors; actives 0.21% (n = 410,000); AID 624170; note: % is set by controls: 0 for no effect and ±100 for the full control effect
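Enzyme dispensed in phosphate buffer (45 mM, pH 8.2, 0.02% Tween-20), compounds pinned in, then 1 mM L-glutamine solution and the glutamate oxidase–HRP–Amplex Red mix added; fluorescence read immediately and again after 30 min at room temperature.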
HP1b chromo inh: inhibitors of HP1-beta chromodomain binding to methylated histone tails; P83916; AlphaScreen HP1-beta / biotin-H3K9me3 peptide binding; Potency, µM (top dose mostly 114 µM), for inactives: at the top dose activity change, negative = inhibition, hits mostly inhibitors; actives 0.56% (n = 390,000); AID 540317; note: nearly all actives have a fitted effect of over 70% in size; inactives centre near 23
Target sequence (P83916 whole entry, looked up): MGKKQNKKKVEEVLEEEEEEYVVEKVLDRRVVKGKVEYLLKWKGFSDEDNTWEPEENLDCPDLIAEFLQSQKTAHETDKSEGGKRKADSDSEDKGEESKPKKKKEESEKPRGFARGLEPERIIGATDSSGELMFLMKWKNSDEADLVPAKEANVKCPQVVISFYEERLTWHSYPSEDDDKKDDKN
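Compound inhibition of the preformed complex between 50 nM HP1-beta and 50 nM biotinylated H3K9me3 peptide was read by AlphaScreen. Buffer was PBS pH 7.4 with 0.01% Tween-20. Incubations ran 30 min at room temperature, with 10 ug/mL donor/acceptor beads.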
RGS4 inh: blocks human RGS4-accelerated GTP hydrolysis | Potency, µM (top dose mostly 114 µM), inactives show at the top dose activity change, negative = inhibition, most hits filed as inhibitors | actives 0.039% (n = 390,000) | AID 504845 | P49798 | Transcreener GDP fluorescence polarization, RGS4-accelerated GTP hydrolysis; note: % is set by controls: 0 for no effect and ±100 for the full control effect; nearly all actives have a fitted effect of over 75% in size; some results filed as inactive show a strong effect at the top dose
Target sequence (P49798 whole entry, looked up): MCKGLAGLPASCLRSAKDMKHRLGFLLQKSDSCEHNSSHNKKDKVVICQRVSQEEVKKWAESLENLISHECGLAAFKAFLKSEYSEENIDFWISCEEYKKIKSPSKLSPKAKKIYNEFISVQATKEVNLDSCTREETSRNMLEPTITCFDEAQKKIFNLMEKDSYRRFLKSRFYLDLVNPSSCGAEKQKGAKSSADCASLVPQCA
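MLSMR compounds (23 nl, pin-transferred) preincubated 10 min at room temperature with a 500nM (2x) first reagent, then RGS4 at 900nM (2x) plus Transcreener GDP mix added; fluorescence polarization (620/688 nm) read before and after 90 min at 30 °C.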
Tb PGK inh: T. brucei PGK inhibition. PGK/GAPDH coupled, Kinase-Glo luminescence, 60 min. Potency, µM (series often up to 57.5 µM), for the others: at the highest dose activity change, negative = inhibition, actives largely listed as inhibitors. actives 0.043% (n = 380,000); note: % is set by controls: 0 for no effect and ±100 for the full control effect; nearly all actives have a fitted effect of over 60% in size
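Recombinant glycosomal PGK reaction used 1,3-bisphosphoglycerate generated in-well by GAPDH (100nM final) in 100mM TEA pH 7.6, 5mM MgCl2, 0.01% Tween-20. After 60 minutes at room temperature, ATP was read by Kinase-Glo Plus luminescence end-point.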
ERG-DNA inh: blocks human ERG Ets domain binding to DNA; fluorescence polarization, His-ERG Ets domain / labelled DNA; Potency, µM (series often up to 76.9 µM), inactives show at the top dose FP activity, negative = inhibition, hits mostly inhibitors; actives 0.028% (n = 370,000); AID 624246; active = well fitted inhibition curve with a large enough effect in the polarisation, with a control signal flat; inconclusive = small, poorly fitted or top-dose-only effect, or effect the other way, or a change in a side signal; inactive = no such curve, though single readings can be large or run the other way; the % refers to the polarisation;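 note: polarization taken with two DNA probes labelled with fluorescein and Texas red; % of control where 0% means no effect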
Target sequence (P11308 whole entry, looked up, the tested form may be a part): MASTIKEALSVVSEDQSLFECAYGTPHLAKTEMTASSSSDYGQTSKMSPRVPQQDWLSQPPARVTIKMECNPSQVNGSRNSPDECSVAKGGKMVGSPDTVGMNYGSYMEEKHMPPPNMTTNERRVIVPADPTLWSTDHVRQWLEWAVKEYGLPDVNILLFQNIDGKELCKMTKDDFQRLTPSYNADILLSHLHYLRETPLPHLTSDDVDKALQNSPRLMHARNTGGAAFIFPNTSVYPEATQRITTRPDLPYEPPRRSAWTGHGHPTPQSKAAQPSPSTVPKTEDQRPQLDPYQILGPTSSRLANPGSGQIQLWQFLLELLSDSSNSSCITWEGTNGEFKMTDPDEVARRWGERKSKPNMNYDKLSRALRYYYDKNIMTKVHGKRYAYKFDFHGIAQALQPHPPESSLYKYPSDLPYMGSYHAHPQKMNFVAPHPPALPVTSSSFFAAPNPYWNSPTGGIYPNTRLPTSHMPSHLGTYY
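His-tagged ERG Ets domain (1 uM in the protein solution; 300mM KCl, 50mM Tris-HCl, 1mM EDTA, 1mM DTT, pH 7.5) received compound, then a probe mix of 5 nM fluorescein-DNA and 100nM Texas-615-DNA. Fluorescence polarization was read for both dyes.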
rTrxR1 inhibitor: inhibitors of rat thioredoxin reductase 1; AID 588453; recombinant rTrxR1, NADPH fluorescence consumption, selenite substrate; Potency, µM (series often up to 114 µM), for the others: at the highest dose activity change, negative = inhibition, hits mostly inhibitors; actives 1% (n = 390,000); note: % is set by controls: 0 for no effect and ±100 for the full control effect; nearly all actives have a fitted effect of over 65% in size
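Rat TrxR1 (90 nM in the dispensed reagent) was pre-reduced with 400 uM NADPH for 5 min at room temperature, then incubated with compound for 15 min. After 400 uM selenite was added, NADPH fluorescence (Ex 340/Em 450 nm) was followed for 8 min.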
Pin1 inhibitor: blocks the human prolyl isomerase Pin1 | Potency, µM (top dose mostly 115 µM), without a hit: top-dose activity, negative = inhibition, usual class: inhibitors | AID 504891 | Pin1 FP peptide displacement, HiFluor488, 10 min | Q13526 | actives 0.009% (n = 390,000); active = well fitted inhibition curve with a large enough effect in the polarisation, with a control signal flat, not every such curve was filed as active; inconclusive = small, poorly fitted or top-dose-only effect, or effect the other way, or a change in a side signal; inactive = no such curve, though single readings can be large or run the other way; the % refers to the polarisation; note: % is set by controls: 0 for no effect and ±100 for the full control effect
Target sequence (Q13526 whole entry, looked up): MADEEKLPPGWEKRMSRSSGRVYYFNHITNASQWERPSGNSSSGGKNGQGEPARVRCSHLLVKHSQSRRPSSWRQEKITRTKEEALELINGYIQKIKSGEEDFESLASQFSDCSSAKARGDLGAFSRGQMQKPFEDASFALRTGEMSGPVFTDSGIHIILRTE
ALOX12 inh: inhibitors of human 12S-lipoxygenase ALOX12; purified 12hLO, xylenol orange hydroperoxide absorbance; P18054; Potency, µM (series often up to 108 µM), without a hit: at the top dose activity change, negative = inhibition, hits mostly inhibitors; actives 1.1% (n = 580,000); note: % is set by controls: 0 for no effect and ±100 for the full control effect
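Purified human 12hLO (150 nM final) in 25 mM Hepes, 0.01% Triton X-100, pH 7.0 was preincubated 15 min at room temperature with compound. Then 40 uM arachidonic acid was added, 30 min. Hydroperoxide was read by Fe-XO absorbance ratio 573/405 nm.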
The depositor's hits bear a star; i = inactive; ? = inconclusive; nt = no result given; & = joins results of further samples; [ ] = dose if it differs, or a comment. Unless noted, calls come from the whole dose curve; as a rule, active = well fitted curve in the direction sought with a large enough effect; inconclusive = small, poorly fitted or top-dose-only effect, or another doubt; inactive = no such curve, though single readings can be large; an effect the other way counts as inactive or inconclusive. Potency is the fitted concentration of half-maximal effect. A portion of the library; count on the stated rates, not on these rows.

molecule	JMJD2A Tudor	GLS inh	HP1b chromo inh	RGS4 inh	Tb PGK inh	ERG-DNA inh	rTrxR1 inhibitor	Pin1 inhibitor	ALOX12 inh
Cc1ccccc1-c1cc(C(=O)NCC2CC2)n(CC2CC(c3cccnc3)=NO2)n1 (stereo unspecified)	-33%	-5%	10%	-4%	1%	5%	-3%	2%	-26%
Cc1ccc(C(=O)Nc2ccccc2F)cc1S(=O)(=O)N1CCOCC1	3%	2%	39%[activator]	-4%	9%	-9%	15%	20%	3%
CCCc1nc2nc(C)c(NS(=O)(=O)c3ccc(C)c(C)c3)c(=O)n2[nH]1	-6%	25%&41%	36%[activator]	-10%	-7%&-4%	1%	6%	-1%	?
Nc1nc(NC2CCCCC2)nc(NCCO)c1[N+](=O)[O-]	-14%	1%	43%[activator]	-11%	4%	3%	-29%	1%	6%
COCCn1c(C)cc(/C=N/NC(=O)c2cc3ccccc3cc2O)c1C	?	6%	-18%	-22%	7%	1%	-19%	?	nt
O=C1[C@H]2[C@@H](c3ccc(F)cc3)N3C(=O)N(c4cccc(Br)c4)C(=O)[C@@]3(Cc3ccccc3)[C@H]2C(=O)N1C1CCCCC1	-20%	0%	28%	-10%	-1%	6%	13%	6%	14%
O=C(Oc1ccc(N(C(=O)c2ccncc2)S(=O)(=O)c2ccc(F)cc2)cc1)c1ccncc1	-15%	30%[activator]	-3%	-8%	i	-2%	35µM*	-7%	-1%
CN(CC(=O)Nc1c(Cl)cccc1Cl)C(=O)CC1OC(=O)c2ccccc21 (stereo unspecified)	-18%	4%	39%[activator]	2%	?	-12%	10%	-4%	3%
O=[N+]([O-])c1cc2c(cc1/C=N/Nc1nc(Nc3ccccc3)nc(N3CCCCC3)n1)OCO2	-20%[57.1 µM]	-13%	53%[activator]	-30%[56.9 µM]	i	-13%	-10%	16%	0%
Cn1cnnc1SCC(=O)NC1CC1	-10%	1%	28%	-4%	-10%	12%	11%	1%	-9%
CCOC(=O)c1c(N=CN(C)C)c(C#N)n2c1CCC2	2%	3%	19%	22%	0%	-12%	7%[57.1 µM]	-8%	-4%
COc1ccc(C(=O)C2CCCN(C(=O)C3=CCCC3)C2)c(C)c1 (stereo unspecified)	-15%	-2%	21%	2%	-2%	-10%	19%	0%	2%
CSc1nsc(/C=C/Nc2ccc(C)c(C)c2)c1C#N	-33%	-5%	26%	-2%	nt	15%	-16%	?	-28%
Cc1ccccc1-c1nc(CS(=O)CC(=O)NCCN2CCOCC2)c(C)o1 (stereo unspecified)	-7%	-11%	53%[activator]	-22%	-5%	2%	-12%[57.1 µM]	-1%	-6%
COc1ccc(/C=C2\SC(=S)N(CCCC(=O)N3CCOCC3)C2=O)cc1	50µM*	0%	-36%	-18%	-2%	-10%	0%	0%	45µM*
CC(C#N)Sc1ccc(S(=O)(=O)N2CCCCC2)cn1 (stereo unspecified)	3%	3%	42%[activator]	8%	-4%	17%	19%	4%	33%[activator]
COc1ccc(-n2c(-c3ccc(C)cc3)n[nH]c2=S)cc1	20µM*	-23%	-1%	-15%	10%	-1%	-12%	8%	?
Cc1ccc(S(=O)(=O)C2CCN(c3nc(-c4cccs4)nc4ccccc34)CC2)cc1	-24%	nt	18%	6%	nt	nt	10%	0%	nt
O=C1/C(=C/c2ccc(F)cc2)SC(=S)N1CCCC(=O)N1CCCCC1CCO (stereo unspecified)	45µM*	-1%	-10%	-40%	i	18%	9%	23%	-22%
COc1ccccc1CNC(=O)[C@H](C)NC(=O)C1CCN(C(=O)[C@@H](N)C(C)C)CC1	-7%	-3%	57%[activator]	-16%	i	9%	-9%	-2%	-9%
O=C(NN=C1C2CC3CC1CC(Cl)(C3)C2)c1ccccn1	-23%	5%	39%[activator]	-29%	nt	1%	25%	-2%	1%
O=C(CCCn1c(=O)c2ccccc2n(CC(=O)Nc2cccc(Cl)c2)c1=O)NCc1ccc2c(c1)OCO2	-11%	-9%	34%	-4%	-10%	4%	9%	-9%	-18%
Cc1ccc(S(=O)(=O)N2CCOC2CNC(=O)C(=O)NCc2ccncc2)cc1 (stereo unspecified)	4%	-3%	18%	-8%	i	0%	7%	0%	-12%
CC(=O)N(C)c1ccc(N=Cc2c(O)ccc3ccccc23)cc1	?	17%	17%	?	-11%	2%	-14%	37%[activator]	-4%

Profiles from above:
O=C(NN=C1C2CC3CC1CC(Cl)(C3)C2)c1ccccn1 is listed as JMJD2A Tudor: -23%; GLS inh: 5%; HP1b chromo inh: 39%[activator]; RGS4 inh: -29%; Tb PGK inh: nt; ERG-DNA inh: 1%; rTrxR1 inhibitor: 25%; Pin1 inhibitor: -2%; ALOX12 inh: 1%
O=C1/C(=C/c2ccc(F)cc2)SC(=S)N1CCCC(=O)N1CCCCC1CCO (stereo unspecified) is listed as JMJD2A Tudor: 45µM*; GLS inh: -1%; HP1b chromo inh: -10%; RGS4 inh: -40%; Tb PGK inh: i; ERG-DNA inh: 18%; rTrxR1 inhibitor: 9%; Pin1 inhibitor: 23%; ALOX12 inh: -22%

(list continues)
molecule	JMJD2A Tudor	GLS inh	HP1b chromo inh	RGS4 inh	Tb PGK inh	ERG-DNA inh	rTrxR1 inhibitor	Pin1 inhibitor	ALOX12 inh
O=C(NCc1ccncc1)C(=O)NCC1OCCCN1S(=O)(=O)c1ccc(F)cc1 (stereo unspecified)	-16%	4%	18%	6%	5%	-12%	-9%	-5%	0%
CC(=O)c1cccc(NC(=O)c2ccc(C)c(S(=O)(=O)N3CCOCC3)c2)c1	-9%	1%	16%	-16%	0%	-2%	22%[57.1 µM]	-2%	4%
O=c1nc2c(-c3cccc(Br)c3)n[nH]n2c2ccccc12	-21%	24%	13%[57 µM]	4%	8%	17%	12%	7%	0%
CC(CCn1cccn1)NC(=O)c1cc(COc2ccc(F)cc2F)on1 (stereo unspecified)	2%	0%	40%[activator]	-1%	2%	1%	17%[57.1 µM]	0%	-5%
O=C(Nc1ccccc1C(=O)N1CCCC1)C1CCN(c2ncccn2)CC1	-7%	1%	23%	-7%	5%	0%	10%	0%	0%
CN(C)S(=O)(=O)c1ccc(C(=O)N(Cc2cccnc2)c2nc3c(F)cc(F)cc3s2)cc1	-19%	-4%	29%	-4%	9%	1%	2%[57.1 µM]	-2%	-16%
Cc1ccc(-c2cc(-c3ccc4c(c3)NC(=O)CO4)nc3c2COc2ccc(C)cc2-3)cc1	-12%	5%	14%	2%	-9%	-1%	30%	-1%	-19%
c1ccc2c(c1)nc(NC1CCCCC1)c1nncn12	-12%	-1%	24%	-19%	2%	-8%	-13%	-3%	5%[57.4 µM]
COc1ccc(OC)c(NC(=O)c2ccccc2NS(=O)(=O)c2cccc3cccnc23)c1	-17%	12%	10%	-25%	-6%	7%	31%	14%	nt
CC(C)(C)NC(=O)C(c1ccncc1)N(C(=O)Cn1nnc(-c2ccc(F)cc2)n1)c1cccc(F)c1 (stereo unspecified)	-17%	12%	20%	47%	-3%	-9%	2%	-5%	-4%
Cc1ccc(NC(=O)CN2CCN(C)CC2)cc1Br	5.6µM*	-1%	?	13%	-3%	2%	30%	-10%	?
Cc1ncnc(N)c1CCCNc1ccccc1	-10%	14%	7%	-28%	-6%	nt	-10%	6%	0%
CC(=O)Nc1ccc2c(c1)n(C)c(=O)n2C	-8%	0%	18%	-2%	-4%	-5%	23%	-2%	27%
COCCSc1ccccc1C(=O)NCc1ccc(S(N)(=O)=O)cc1	-18%	2%	9%	-4%	-5%	-7%	7%	1%	2%
O=C(O)c1cn(-c2ccccc2)nc1-c1ccncc1	-11%	5%	34%	-20%	-12%	4%	4%	-6%	-28%
COc1ccccc1OCCCCOc1ccccc1C(C)=O	40%[activator]	21%	98%[activator]	24%	0%	8%	-13%	-3%	-14%
Cc1cc(C)c(NC(=O)CN(C)S(=O)(=O)c2ccc3c(c2)CCC(=O)N3)c(C)c1	-7%	-2%	39%[activator]	-10%	-8%	5%	28%	1%	?
CC(NC(=O)c1ccc(Cn2c(SCc3ccccc3)nc3cccnc32)cc1)c1ccccc1 (stereo unspecified)	-5%	-5%	35%[activator]	-12%	-10%	9%	33%	0%	-12%
COc1ccccc1N1CCN(C(=O)CNC(=O)c2ccc(Cl)cc2Cl)CC1	-5%	9%	0%	2%	-4%	-3%	4%[57.1 µM]	-9%	?
O=C(CCn1c(=O)sc2ccccc21)NCCCn1ccnc1	-14%	-1%	19%	-22%	-4%[11.5 µM]	nt	13%	14%	16%
Cc1cnc(C(=O)Nc2cccc(-c3nnc4n3CCCCC4)c2)cn1	13%	0%	22%	10%	-5%	0%	11%[57.1 µM]	0%	-10%
COc1ccc(-n2c(C)cc(=O)[nH]c2=O)cc1	-13%	1%	6%	12%	-1%	-1%	14%	-5%	16%
CN(CC(=O)Nc1ccccc1C(F)(F)F)C(=O)C1CCN(S(=O)(=O)c2ccc3c(c2)OCCO3)CC1	-11%	-1%	44%[activator]	11%	5%	-4%	-2%	0%	-1%
O=C(O)C1C2OC(C(Br)C2Br)C1C(=O)O (stereo unspecified)	-12%	-3%	6%[57 µM]	13%	-4%	5%	-1%[2.29 µM]	-23%	-27%
CCOC(=O)c1cnc2c(C(F)(F)F)cccc2c1Nc1cccc(C(=O)OC)c1	25%	0%	63%[activator]	4%	7%	0%	4%	-1%	-26%
COc1ccccc1OCC(=O)Nc1ccc(S(=O)(=O)N2CCN(C)CC2)cc1	-6%	-2%	42%[activator]	-10%	-2%	-2%	12%[57.1 µM]	-3%	-3%
O=C1C2CC=CCC2C(=O)N1c1ccc(NCCc2ccc(Cl)cc2)c([N+](=O)[O-])c1 (stereo unspecified)	?	4%	?	-2%	-7%	1%	6%	12%	-18%
